Screens (PubChem)
TRAIL sens C8 – caspase-8 TRAIL sensitization | inhibition (viability loss, TRAIL sensitization), % at 10 µM | 1% of 360,000 active | AID 624354 | NB7+C8 cells + TRAIL, ATPlite viability luminescence;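 active = compounds causing at least 50% loss of cell viability in the single-dose screen, relative to plate controls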
TROY NFkB inh – TROY signaling inhibition | AID 1347056 | 0.98% of 360,000 active | inhibition, % at 10 µM | Q293 LMP1-TROYcd NF-kB luciferase reporter, 4 h;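 active = compounds whose plate-normalised and pattern-corrected inhibition of the luciferase reporter signal at the single screening dose is 50% or more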
TWEAK Fn14 block – TWEAK-Fn14 signaling inhibition; TWEAK-stimulated Fn14 reporter cells, luciferase luminescence, 8 h; inhibition, % at 10 µM; 2% of 360,000 active; AID 1159606; in the data active = inhibition above about 50%
LMP1 NFkB inh – Epstein-Barr LMP1 NF-kappaB reporter inhibition; 0.69% of 350,000 active; LMP1-induced NF-kappaB luciferase reporter cells, luminescence; AID 504558; inhibition, % at 12.5 µM; in the data active = inhibition above about 41%;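 note: 0% = neutral control wells and 100% = reference inhibitor control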
SRC3 inh – inhibits human SRC3 coactivator. HEK293 GAL4-SRC3 luciferase reporter, luminescence. inhibition, % at 3.6 µM. 0.17% of 360,000 active;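 active = inhibition above a per-campaign cutoff, the mean of all compounds plus 3 SD, cut at about 60% in these data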;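 note: 0% = DMSO-treated cells and 100% = gossypol-treated cells at 36 µM; higher means less SRC3-driven luciferase light from the GAL4 reporter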
LRH-1 inv ag – inverse agonists of human LRH-1 (NR5A2); O00482; HEK293T StAR-luciferase reporter, LRH-1 transfected, 24 h; inhibition, % at 3.6 µM; 0.13% of 360,000 active; AID 602396;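 active = inhibition above the mean inhibition of all tested compounds plus 3 SD, cut at about 73% in these data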;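 note: 0% = DMSO wells and 100% = reporter-only cells lacking LRH-1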
Target sequence (O00482 whole entry, looked up): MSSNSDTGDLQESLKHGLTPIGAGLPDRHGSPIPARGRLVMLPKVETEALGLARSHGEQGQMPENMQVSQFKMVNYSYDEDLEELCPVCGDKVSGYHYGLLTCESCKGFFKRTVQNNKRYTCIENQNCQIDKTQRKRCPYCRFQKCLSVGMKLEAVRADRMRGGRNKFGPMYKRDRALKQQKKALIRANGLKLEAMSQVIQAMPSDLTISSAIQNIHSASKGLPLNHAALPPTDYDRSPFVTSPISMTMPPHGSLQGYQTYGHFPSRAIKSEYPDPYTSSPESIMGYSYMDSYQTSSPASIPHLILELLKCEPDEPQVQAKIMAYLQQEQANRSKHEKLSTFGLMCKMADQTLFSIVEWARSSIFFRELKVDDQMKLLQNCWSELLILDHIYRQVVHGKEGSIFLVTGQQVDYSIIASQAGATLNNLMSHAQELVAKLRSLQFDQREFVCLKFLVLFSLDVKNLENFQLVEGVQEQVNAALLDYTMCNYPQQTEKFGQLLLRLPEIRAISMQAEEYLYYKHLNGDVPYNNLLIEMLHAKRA
NOD2-RIPK2 inh – inhibitors of human NOD2-RIPK2 interaction. 0.38% of 360,000 active. AID 624267. CHO BLA complementation NOD2-RIPK2, CCF4 ratio. O43353. inhibition, % at 4.98 µM; in the data active = inhibition above about 21%;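 note: 0% = vehicle only and 100% = reference blocker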
SRC2 inh – inhibits human steroid receptor coactivator 2; inhibition, % at 9 µM; HEK293 GAL4-SRC2 luciferase reporter, luminescence; 0.17% of 370,000 active; AID 651957;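 active = inhibition above the mean inhibition of all tested compounds plus 3 SD, set per campaign, cut at about 52% in these data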;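 note: 0% = DMSO treated cells and 100% = cells given Gossypol at 36 µM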
TLR9-MyD88 block – TLR9-MyD88 interaction inhibition | Q9NR96+Q99836 | CHO BLA complementation TLR9-MyD88, CCF4 FRET ratio | inhibition, % at 4.98 µM | 0.21% of 340,000 active | AID 504734;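 active = inhibition above the mean over all tested compounds plus 3 SD, cut at about 21% in these data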;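 note: 0% = DMSO only wells and 100% = clavulanate BLA inhibitor control wells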
NR2F2 inh – inhibitors of human COUP-TFII (NR2F2); inhibition, % at 8.6 µM; 0.7% of 370,000 active; P24468; HEK293T NGFI-A luciferase reporter, luminescence;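 active = inhibition above a per-plate cutoff, mean inhibition of test wells between control levels plus 3 SD, cut at about 38% in these data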;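 note: cells cotransfected with COUP-TFII expression vector driving the NGFI-A reporter; 0% = median of COUP-TF2 test wells and 100% = reporter-only cells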
Target sequence (P24468 whole entry, looked up): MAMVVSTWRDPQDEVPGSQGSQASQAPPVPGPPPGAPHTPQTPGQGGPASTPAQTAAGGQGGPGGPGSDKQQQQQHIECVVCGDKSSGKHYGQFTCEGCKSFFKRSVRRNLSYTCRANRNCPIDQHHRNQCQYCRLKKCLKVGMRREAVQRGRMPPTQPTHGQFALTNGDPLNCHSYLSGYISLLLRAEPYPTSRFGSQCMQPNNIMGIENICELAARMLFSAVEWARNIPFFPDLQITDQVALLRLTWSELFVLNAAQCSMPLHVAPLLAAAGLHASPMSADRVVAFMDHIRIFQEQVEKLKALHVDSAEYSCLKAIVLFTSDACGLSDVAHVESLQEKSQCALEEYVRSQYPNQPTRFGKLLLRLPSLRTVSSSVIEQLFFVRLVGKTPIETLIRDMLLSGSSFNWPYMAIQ
SRC1 inh – inhibitors of human steroid receptor coactivator 1 (SRC1) | Q15788 | HEK293 GAL4-SRC1 luciferase reporter, luminescence | inhibition, % at 3.6 µM | 0.12% of 360,000 active | AID 588354;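 active = inhibition above the campaign mean plus 3 SD, with each screening campaign given its own cutoff, cut at about 60% in these data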;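 note: 0% = DMSO treated cells and 100% = gossypol at 36 µM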
* marks the source's active call; other numbers are inactive results; nt = not tested or not shown.

SMILES | TRAIL sens C8 | TROY NFkB inh | TWEAK Fn14 block | LMP1 NFkB inh | SRC3 inh | LRH-1 inv ag | NOD2-RIPK2 inh | SRC2 inh | TLR9-MyD88 block | NR2F2 inh | SRC1 inh
O=C(Cc1cccs1)Nc1ccccc1C(=O)O | -10 | -39 | 13 | -4 | -24 | -25 | -1 | -18 | 0 | -16 | -13
Fc1ccc(Nc2ncnc3sc4c(c23)CCC4)cc1F | -2 | -10 | -1 | -12 | 21 | -5 | -2 | 8 | -7 | -5 | -11
CC(C)C(=O)Nc1nnn(C)n1 | -4 | 4 | -5 | 0 | 2 | -1 | -8 | -17 | 4 | 1 | -14
CC1Sc2ccc(C(=O)N(CCc3ccccc3)Cc3ccccc3)cc2NC1=O (centres undefined) | -15 | 9 | -21 | -4 | 2 | -16 | -7 | -19 | 2 | 3 | -11
CC(C(=O)OCC(=O)c1ccc([N+](=O)[O-])cc1)N1C(=O)C2C3CCC(C3)C2C1=O (centres undefined) | -7 | -1 | -1 | 7 | 2 | 4 | -9 | -55 | -2 | -24 | 5
CC(=O)Nc1ccc(Oc2ccc3c(c2)C(=O)NC3=O)cc1 | 0 | -6 | 20 | -4 | 0 | -13 | 8 | 0 | -10 | -4 | 3
CN(C)C(/C=C/Nc1ccc(O)cc1)=C(C#N)C#N | -1 | 24 | -16 | 5 | 11 | -2 | 10 | 6 | -7 | -12 | 9
Cc1ccc(CN(Cc2ccco2)C(=S)NCC(=O)NCc2cccnc2)cc1 | -15 | 5 | 6 | 9 | 11 | 2 | 2 | 25 | 10 | 24 | -3
c1ccc(C(Nc2cccnc2)c2ccccc2)cc1 | 2 | -25 | 7 | 1 | 2 | -7 | 1 | 4 | -6 | 2 | 9
CC1CCN(CC(=O)Nc2sc3c(c2C#N)CCC3)CC1 | -1 | 2 | -9 | -13 | -19 | 6 | 0 | -18 | 1 | 4 | -16
CCC(CC)C(=O)Nc1cccc(/C(C)=N/NC(=O)c2ccccc2Cl)c1 | 7 | 8 | 7 | 4 | -35 | -15 | -5 | -35 | 0 | -8 | -37
CC(C)CNC(=O)C(=O)NCCC1CCCCN1S(=O)(=O)c1cccs1 (centres undefined) | 4 | -13 | 13 | -6 | -32 | 8 | -10 | 2 | -8 | 1 | -1
CN1C(=O)/C(=C2\SC(=S)N(NC(=O)c3cccnc3)C2=O)c2ccccc21 | -18 | 20 | 19 | 4 | 19 | -6 | -6 | -17 | -9 | -14 | -15
Cc1cncc(NCc2cccc(Cl)c2)n1 | 18 | -5 | 6 | nt | -10 | 1 | 7 | 7 | nt | 13 | 7
Cc1ccc(S(=O)(=O)N2CCOCC2)cc1C(=O)NC(=S)N1CC(C)OC(C)C1 (centres undefined) | -7 | 10 | 3 | -1 | -2 | 3 | -3 | 13 | 5 | -16 | 0
C/C(=C\C(=O)c1ccncc1)Nc1ccccc1O | -4 | -6 | -1 | -10 | -7 | 8 | -8 | -28 | 2 | 1 | -2
COc1cc(C)ccc1OCCOc1c(C)cccc1Cl | -14 | -73 | -33 | -2 | -5 | -30 | 0 | -32 | 0 | -24 | -24
Cc1ccc(NC(=O)c2oc3ccccc3c2NC(=O)C2CCCO2)cc1C (centres undefined) | 16 | -23 | -8 | -28 | -87 | -109 | -5 | -42 | -4 | -27 | -97
CCSC1=NCCN1S(=O)(=O)c1ccc(NC(C)=O)cc1 | 3 | -35 | -8 | 2 | -3 | 0 | -10 | -2 | 2 | -19 | -14
Cc1cc(C(=O)COC(=O)c2csc3c2CCCC3)c(C)n1C | -2 | -2 | 1 | -4 | -25 | -10 | 7 | -22 | 1 | 13 | -16
CCOC(=O)CSc1ncnc2c1cnn2-c1ccccc1 | -8 | -32 | 4 | 20 | 23 | 6 | -10 | 2 | 9 | 4 | 9
O=C(Nc1nc(-c2cccs2)cs1)c1ccc(S(=O)(=O)N2CCCCC2)cc1 | 29 | 38 | 59* | 6 | 17 | 7 | -12 | -1 | 4 | 28 | -11
NC1=C(c2ccc([N+](=O)[O-])cc2)C(=O)CO1 | 1 | 2 | -7 | 4 | 6 | 22 | -5 | -8 | -1 | 9 | -6
Fc1cccc(/C=N/NC(=S)Nc2ccccc2Cl)c1 | 7 | -18 | -26 | -46 | -56 | -89 | -1 | -37 | 6 | -30 | -64
Cc1ccc(NC(=O)C(=Cc2ccc(C(=O)O)cc2)C(=O)Nc2ccc(C)cc2C)c(C)c1 | 9 | -25 | 70* | 30 | 35 | 19 | 6 | nt | -3 | nt | 10
Next section.
SMILES | TRAIL sens C8 | TROY NFkB inh | TWEAK Fn14 block | LMP1 NFkB inh | SRC3 inh | LRH-1 inv ag | NOD2-RIPK2 inh | SRC2 inh | TLR9-MyD88 block | NR2F2 inh | SRC1 inh
O=C(COc1coc(CN2CCN(c3ccccc3)CC2)cc1=O)Nc1ccccc1F | 3 | 3 | -7 | 8 | 20 | 2 | 3 | -14 | 3 | 10 | -2
COC(=O)c1ccc(NC(=O)Nc2cccc(F)c2)cc1 | 27 | -28 | 23 | -17 | -43 | -117 | 8 | -25 | 0 | -39 | -90
CCOC(=O)C1CCCN(C(=O)C(=O)Nc2ccc3nc4n(c(=O)c3c2)CCCCC4)C1 (centres undefined) | -1 | 3 | 2 | -4 | 11 | -4 | -10 | 12 | -5 | -23 | 3
CCC(C)c1ccccc1NC(=O)C(C)OC(=O)c1ccco1 (centres undefined) | -6 | -5 | -2 | 1 | 12 | 1 | -5 | -13 | 3 | -17 | -65
CCC(c1nc2ccccc2c(=O)n1CCCn1ccnc1)N1C(=O)c2ccccc2C1=O (centres undefined) | 15 | 6 | -6 | 5 | 18 | 2 | -4 | -13 | 3 | -10 | 8
Cc1ccc(C(=O)Nc2ccc3c(c2)OCO3)cc1S(=O)(=O)N1CCCC1 | 19 | -64 | 5 | -20 | -28 | -79 | 9 | -22 | -8 | -13 | -65
CNc1nnc(-c2ccc(C)cc2)c2ccccc12 | -2 | -2 | -24 | -2 | 20 | 13 | -14 | 8 | 5 | 5 | -4
CSc1ccc(C(O)c2ncc(-c3cccc(OCc4ccccc4)c3)[nH]2)cc1 (centres undefined) | -4 | 17 | 5 | nt | -5 | -7 | 0 | -35 | nt | 2 | 5
O=C(COC(=O)c1c(F)cccc1Cl)NC(=O)Nc1ccc2c(c1)OCCO2 | 5 | -37 | -14 | 5 | 12 | -10 | -11 | 0 | -12 | -5 | -7
CCN(CC(=O)NC(C)(C)C)C(=O)C(c1ccccc1)c1ccccc1 | -8 | -6 | 1 | 0 | 9 | 12 | -1 | -18 | -3 | -5 | 0
Cc1ccc(/C=C2\S/C(=N/S(=O)(=O)c3cccs3)NC2=O)cc1 | 6 | -10 | 20 | -6 | 7 | -12 | 6 | 12 | 3 | 2 | -6
COC(=O)c1ccc(SCC(=O)NC2CCCC2)c([N+](=O)[O-])c1 | 1 | -15 | -9 | -4 | 17 | -9 | 8 | -19 | -2 | -1 | -8
CC1(C)CC(=O)C(CS(=O)(=O)c2ccccc2)=C(Cl)C1 | -3 | -4 | -10 | 2 | -4 | -1 | -2 | 28 | -23 | 19 | 9
O=C(O)C1C2CCC(O2)C1C(=O)Nc1ccc(F)cc1 (centres undefined) | -1 | 13 | -1 | -10 | 10 | -8 | 12 | -15 | 15 | 3 | -4
CCCn1nc(C(=O)NNC(=O)CCCOc2ccc(OC)cc2)c2ccccc2c1=O | 6 | 5 | -15 | 0 | 1 | 19 | -10 | 3 | 8 | -16 | -22
c1ccc(CN(Cc2ccccc2)c2nn[nH]n2)cc1 | 2 | 8 | 6 | 2 | 13 | -10 | 9 | -17 | -4 | -5 | -3
COc1ccc(CCNC(=O)C(=O)c2c(C)[nH]c3ccccc23)cc1 | -3 | 9 | 7 | 3 | 14 | 10 | -11 | 2 | 7 | -6 | 3
Cc1ccc2c(c1)N(CCCC(=O)NCC1COc3ccccc3O1)C(=O)CO2 (centres undefined) | -4 | 4 | 0 | 8 | -5 | 8 | 8 | -21 | 4 | -10 | 7
COc1ccc(-c2cc(-c3ccc(OC)c(OC)c3)n[nH]2)c(O)c1 | -7 | -68 | -38 | -20 | -46 | -87 | -6 | -73 | -4 | -40 | -80
O=C(NCC1CCCO1)C1CCCN1C(=O)Nc1ccc(Cl)cc1 (centres undefined) | -7 | 0 | 8 | -5 | 17 | 1 | 0 | -20 | 3 | -20 | 8
O=C(COC(=O)Cc1ccc(F)cc1)Nc1ccc(Cl)cn1 | -18 | -11 | 13 | -1 | 3 | -9 | 0 | -7 | 5 | -2 | -3
Cc1cc(Cl)ccc1OCC(=O)N/N=C1\CCCc2ccccc21 | -11 | -11 | 4 | -1 | -21 | 11 | -5 | -22 | 0 | -2 | -4
CCOC(=O)CC1(c2ccc(OC)c(OC)c2)C(=O)c2ccccc2C1=O | 22 | 8 | -13 | 2 | -1 | -32 | -14 | -20 | -6 | -4 | -15
Cc1cc(Br)ccc1OCCCCNCCO | 53* | 8 | 3 | -2 | -4 | 5 | -10 | 8 | -5 | -14 | 3

Filtered by structure: the entries above containing two or more sulfur atoms.
SMILES | TRAIL sens C8 | TROY NFkB inh | TWEAK Fn14 block | LMP1 NFkB inh | SRC3 inh | LRH-1 inv ag | NOD2-RIPK2 inh | SRC2 inh | TLR9-MyD88 block | NR2F2 inh | SRC1 inh
CC(C)CNC(=O)C(=O)NCCC1CCCCN1S(=O)(=O)c1cccs1 (centres undefined) | 4 | -13 | 13 | -6 | -32 | 8 | -10 | 2 | -8 | 1 | -1
CN1C(=O)/C(=C2\SC(=S)N(NC(=O)c3cccnc3)C2=O)c2ccccc21 | -18 | 20 | 19 | 4 | 19 | -6 | -6 | -17 | -9 | -14 | -15
Cc1ccc(S(=O)(=O)N2CCOCC2)cc1C(=O)NC(=S)N1CC(C)OC(C)C1 (centres undefined) | -7 | 10 | 3 | -1 | -2 | 3 | -3 | 13 | 5 | -16 | 0
CCSC1=NCCN1S(=O)(=O)c1ccc(NC(C)=O)cc1 | 3 | -35 | -8 | 2 | -3 | 0 | -10 | -2 | 2 | -19 | -14
O=C(Nc1nc(-c2cccs2)cs1)c1ccc(S(=O)(=O)N2CCCCC2)cc1 | 29 | 38 | 59* | 6 | 17 | 7 | -12 | -1 | 4 | 28 | -11
Cc1ccc(/C=C2\S/C(=N/S(=O)(=O)c3cccs3)NC2=O)cc1 | 6 | -10 | 20 | -6 | 7 | -12 | 6 | 12 | 3 | 2 | -6

Some of the compounds tested; rates above refer to the full screens.
